M1 PAM parental: counter-screen for M1 PAMs: effect in parental CHO-K1 cells | ATP EC20, Fluo-8 calcium fluorescence; 0% at ATP EC20, 100% at ATP max | activation, % at 3 µM | 0.02% of 360,000 active | AID 602247;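 active means activation above the run cutoff, the mean activation of all test compounds plus 3 SD, cut at about 40% in these data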;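 further: peak over basal fluorescence ratio in a 140 s read after ATP addition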
CHO-K1 Ca antag: M1 antagonist counterscreen hit in parental CHO-K1 cells | ATP-induced calcium, Fluo-8 fluorescence | 0.6% of 360,000 active | inhibition, % at 3 µM;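 active means inhibition above a per-plate cutoff, the plate's mean sample inhibition plus 3 SD, cut at about 24% in these data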;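 further: 0% = DMSO plus EC80 ATP and 100% = DMSO alone without ATP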
TAAR1 agonist: human TAAR1 agonism; Q96RJ0; CHO RD-HGA16 TAAR1, Fluo-8 calcium fluorescence; vehicle wells 0%, saturating PEA agonist 100%; activation, % at 3 µM; 0.99% of 360,000 active; AID 624467;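 active means activation above the mean activation of all test compounds in the run plus 3 SD, cut at about 38% in these data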
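Assay system – CHO-derived RD-HGA16 cells with stable Gα16 and human TAAR1 · Compound dosing – one-point dosing at 3 µM (nominal) · Incubation – 17-24 h seeding, 75 min 37 °C dye, 30 min RT · Measured by – kinetic Fluo-8 calcium fluorescence · Control set – DMSO vehicle as 0%, PEA at EC100 as 100% · Repeats – single well for each compound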
V1R ag counter: V1a receptor agonism, counter-screen for OXTR agonists. activation, % at 3 µM. P37288. CHO-V1R cells, Fluo-8 calcium fluorescence, agonist mode; 0% DMSO, 100% 3 nM vasopressin. AID 2797. 0.25% of 320,000 active;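 active means activation above the mean activation of all tested compounds plus 3 SD, per screening run, cut at about 20% in these data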;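 further: signal is peak over basal fluorescence ratio across a 100 second FLIPR read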
Target sequence (P37288 whole entry, looked up): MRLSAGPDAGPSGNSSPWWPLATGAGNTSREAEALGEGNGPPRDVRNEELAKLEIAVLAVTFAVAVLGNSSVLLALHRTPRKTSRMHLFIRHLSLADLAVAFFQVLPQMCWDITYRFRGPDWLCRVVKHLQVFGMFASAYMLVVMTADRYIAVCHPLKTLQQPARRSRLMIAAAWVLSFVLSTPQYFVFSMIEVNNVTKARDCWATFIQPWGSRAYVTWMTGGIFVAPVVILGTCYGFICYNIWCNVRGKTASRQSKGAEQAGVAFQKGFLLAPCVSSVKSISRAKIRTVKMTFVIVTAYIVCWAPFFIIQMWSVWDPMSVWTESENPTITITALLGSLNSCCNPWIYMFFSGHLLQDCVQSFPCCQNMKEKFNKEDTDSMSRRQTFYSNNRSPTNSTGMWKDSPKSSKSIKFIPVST
TAAR1 antagonist: antagonists of human TAAR1 | Q96RJ0 | CHO RD-HGA16 TAAR1, Fluo-8 calcium fluorescence, antagonist | inhibition, % at 3 µM | 1.5% of 360,000 active | AID 624466;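 active means inhibition above a per-plate cutoff, the mean inhibition of test compounds on that plate plus 3 SD, cut at about 49% in these data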;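 further: 0% = DMSO plus EC80 beta-PEA response and 100% = DMSO alone without agonist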
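Test system – hTAAR1-expressing CHO RD-HGA16 cells, Gα16-coupled · Also added – β-PEA at EC80 concentration, post-compound challenge · Compound – 3 µM, single point · Incubation – dye loading 75 min at 37 °C, then 30 min room temperature · Measured by – Fluo-8 intracellular calcium dye fluorescence, real-time kinetic reads · Benchmarks – vehicle and agonist controls · Replicates – singlicate, one well per test compound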
CHRM1 agonist: human M1 muscarinic receptor agonism; CHO-K1 hM1, Fluo-8 calcium fluorescence, agonist mode; 0% DMSO, 100% acetylcholine EC100; activation, % at 3 µM; 0.33% of 360,000 active; AID 588814;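 active means activation above the run's mean compound activation plus 3 SD, cut at about 16% in these data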;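 further: peak over basal fluorescence ratio within a 140 s kinetic read after compound addition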
OXTR potentiate: human OXTR potentiation | CHO-OTR cells, Fluo-8 calcium fluorescence, potentiator mode; 0% = oxytocin EC15, 100% = EC100 | 0.061% of 320,000 active | activation, % at 3 µM;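 active means activation above that plate's cutoff, the mean activation of tested compounds plus 3 SD, cut at about 6.6% in these data, passing the limit was not always enough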;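 further: 100% uses oxytocin at 75 nM as the full agonist control; some results filed as inactive read as strong as hits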
Target sequence (P30559 whole entry, looked up): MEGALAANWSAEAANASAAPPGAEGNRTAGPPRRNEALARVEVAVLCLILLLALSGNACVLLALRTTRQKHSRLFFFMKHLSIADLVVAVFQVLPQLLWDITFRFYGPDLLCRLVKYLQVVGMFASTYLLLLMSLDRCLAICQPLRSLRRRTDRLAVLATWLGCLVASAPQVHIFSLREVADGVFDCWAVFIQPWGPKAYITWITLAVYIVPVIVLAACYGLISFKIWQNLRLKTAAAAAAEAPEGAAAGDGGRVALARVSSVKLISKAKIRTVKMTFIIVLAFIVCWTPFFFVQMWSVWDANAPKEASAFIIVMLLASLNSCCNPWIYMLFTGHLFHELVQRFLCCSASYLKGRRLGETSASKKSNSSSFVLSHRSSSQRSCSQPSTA
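System: human OTR in CHO cells / Also added: sub-maximal oxytocin, roughly EC15 / Control set: EC15 oxytocin low, 75 nM oxytocin high / Schedule: 6 min compound pre-incubation at room temperature, 100 s kinetic read / Compound: single-point 3.0 µM / Replication: singlicate / Technique: Fluo-8 calcium dye fluorescence / Read-out basis: % activation of max/min ratio relative to oxytocin controls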
CHO parental Ca: signal in parental CHO cells, OX1R antagonist counter-screen; parental CHO-K1, ATP-induced calcium, Fluo-8 fluorescence; inhibition, % at 5.6 µM; 0.63% of 330,000 active; AID 463079;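 active means inhibition above that plate's mean sample inhibition plus 3 SD, cut at about 26% in these data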;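 further: 0% = ATP-challenged DMSO wells and 100% = DMSO wells without ATP; some compounds past the cut are filed as inactive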
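Assay system: parental CHO cells; Read-out basis: percent inhibition of ATP-evoked calcium rise, normalized to controls; Benchmarks: ATP and no-ATP DMSO wells; Compound dosing: single nominal dose of 5.6 µM per compound; Signal: Fluo-8 calcium dye fluorescence; Also added: ATP as calcium-mobilizing challenge; Repeats: singlicate.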
CHO-K1 Ca ag: counter-screen for M1 agonists: effect in parental CHO-K1 cells; Fluo-8 calcium fluorescence; scaled to maximal ATP response, vehicle zero; activation, % at 3 µM; 0.48% of 360,000 active; in the data active means activation above about 15%;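 further: untransfected CHO-K1 host cells lacking M1 receptor as counterscreen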
The depositor's hits bear a star.

For COc1ccc([C@H]2C[C@@H](n3cc(-c4ccc(F)cc4)nn3)[C@H](O)CN2C(=O)C2CCCCC2)cc1 the results were M1 PAM parental 7, CHO-K1 Ca antag -1, TAAR1 agonist -1, TAAR1 antagonist -12, CHRM1 agonist -5 and CHO-K1 Ca ag -0.3.
For COC(=O)CCCC1=CC2=CC(=O)C(C)(OC(=O)c3cccs3)C(=O)C2=CN1CCCCO (configuration not stated) the results were M1 PAM parental 17, CHO-K1 Ca antag -7, TAAR1 agonist 8, V1R ag counter -0.1, TAAR1 antagonist -1, CHRM1 agonist -4, OXTR potentiate 7, CHO parental Ca -13 and CHO-K1 Ca ag 0.7.
Screening O=C(CCCOc1ccccc1)NCCc1nc2ccccc2[nH]1 returned M1 PAM parental 10, CHO-K1 Ca antag -17, TAAR1 agonist 0, V1R ag counter -0.8, TAAR1 antagonist 11, CHRM1 agonist -5, OXTR potentiate -6, CHO parental Ca -4 and CHO-K1 Ca ag 1.2.
CCn1c(-c2cc(-c3cc(C)ccc3C)nc3ccccc23)n[nH]c1=S was read as M1 PAM parental -9, CHO-K1 Ca antag 18, TAAR1 agonist 3, V1R ag counter -1.9, TAAR1 antagonist -11, CHRM1 agonist -5, OXTR potentiate -3, CHO parental Ca -13 and CHO-K1 Ca ag -0.1.
For COC(=O)c1ccc(-c2n[nH]c(=O)c3ccccc23)cc1 the results were M1 PAM parental 8, CHO-K1 Ca antag 2, TAAR1 agonist 4, V1R ag counter -0.4, TAAR1 antagonist 5, CHRM1 agonist -4, OXTR potentiate 0, CHO parental Ca 1 and CHO-K1 Ca ag 0.2.
Screening CN1C(=O)CC(=O)N(C)c2cc(S(=O)(=O)N(C)Cc3ccccc3)ccc21 returned M1 PAM parental 6, CHO-K1 Ca antag -11, TAAR1 agonist 2, V1R ag counter -0.1, TAAR1 antagonist -5, CHRM1 agonist -1, OXTR potentiate -3, CHO parental Ca -3 and CHO-K1 Ca ag 2.0.
CCc1nc(SCC(=O)Nc2cc(C)on2)c2c(=O)n(C)c(=O)n(C)c2n1 was read as M1 PAM parental 23, CHO-K1 Ca antag -6, TAAR1 agonist 1, V1R ag counter -0.1, TAAR1 antagonist -17, CHRM1 agonist -5, OXTR potentiate -7, CHO parental Ca -10 and CHO-K1 Ca ag 0.2.
Screening CC(=O)Nc1ccc(NC(=O)CC(NC(=O)c2ccccc2)c2ccccc2)cc1 (configuration not stated) returned M1 PAM parental -8, CHO-K1 Ca antag -4, TAAR1 agonist 1, V1R ag counter -0.4, TAAR1 antagonist -11, CHRM1 agonist 0, OXTR potentiate -12, CHO parental Ca 3 and CHO-K1 Ca ag -0.5.
Screening CC(C)c1ccc(CN(C(=O)c2cc3ccccc3oc2=O)C2CCS(=O)(=O)C2)cc1 (configuration not stated) returned M1 PAM parental 19, CHO-K1 Ca antag -19, TAAR1 agonist 6, V1R ag counter 0.2, TAAR1 antagonist 21, CHRM1 agonist -8, OXTR potentiate -5, CHO parental Ca -14 and CHO-K1 Ca ag 4.1.
For COc1ccc(OC)c(-c2csc(NC(=O)CSCC(=O)Nc3cc(C)on3)n2)c1 the results were M1 PAM parental -3, CHO-K1 Ca antag -5, TAAR1 agonist 6, V1R ag counter 0.2, TAAR1 antagonist 16, CHRM1 agonist -4, OXTR potentiate -1, CHO parental Ca -21 and CHO-K1 Ca ag -0.3.
Screening Cc1cc(C(F)(F)F)nc(SCC(=O)c2cccc([N+](=O)[O-])c2)n1 returned M1 PAM parental -13, CHO-K1 Ca antag -8, TAAR1 agonist 13, V1R ag counter -0.9, TAAR1 antagonist 3, CHRM1 agonist -9, OXTR potentiate -5, CHO parental Ca -13 and CHO-K1 Ca ag 0.6.
`CCN(Cc1ccccc1)C(=O)COC(=O)[C@@H]1CCCN1C(=O)c1cccs1` gave M1 PAM parental 13, CHO-K1 Ca antag -6, TAAR1 agonist 0, V1R ag counter 0.7, TAAR1 antagonist -11, CHRM1 agonist -2, OXTR potentiate -6, CHO parental Ca -16 and CHO-K1 Ca ag 0.3.
Screening CC(C)Cn1c(=O)c2c(nc3n2CCCN3CCc2ccccc2)n(C)c1=O returned M1 PAM parental 7, CHO-K1 Ca antag 15, TAAR1 agonist 16, V1R ag counter 5.1, TAAR1 antagonist 3, CHRM1 agonist 1, OXTR potentiate -19, CHO parental Ca -27 and CHO-K1 Ca ag 2.7.
CCOC(=O)/C(C#N)=C/c1cccc(C)c1 was read as M1 PAM parental 2, CHO-K1 Ca antag -17, TAAR1 agonist 5, TAAR1 antagonist -8, CHRM1 agonist -2 and CHO-K1 Ca ag 0.2.
CCCC[C@@H]1CNC(=O)C(=O)N1CCc1cccc(F)c1 was read as M1 PAM parental -1, CHO-K1 Ca antag -6, TAAR1 agonist 5, TAAR1 antagonist -7 and CHO-K1 Ca ag 0.6.
Cc1ccc(C2(C(=O)N3CCC(n4nc(-c5ccccc5)oc4=O)CC3)CC2)cc1 was read as M1 PAM parental 6, CHO-K1 Ca antag -16, V1R ag counter -0.2, CHRM1 agonist -3, OXTR potentiate -6, CHO parental Ca -39 and CHO-K1 Ca ag 3.7.
`CC(=O)c1ccc(S(=O)(=O)N2CCCCC2C(=O)O)cc1` (configuration not stated) gave M1 PAM parental -12, CHO-K1 Ca antag -11, TAAR1 agonist 0, V1R ag counter -0.1, TAAR1 antagonist -1, CHRM1 agonist 0, OXTR potentiate -10, CHO parental Ca 0 and CHO-K1 Ca ag 0.2.
For O=C(Cc1ccccc1)NCC(=O)N1CCCC1 the results were M1 PAM parental -6, CHO-K1 Ca antag -8, TAAR1 agonist -1, V1R ag counter 0.7, TAAR1 antagonist -10, CHRM1 agonist 2, OXTR potentiate -10, CHO parental Ca 4 and CHO-K1 Ca ag 0.7.
`CCN(CC(=O)Nc1c(F)cccc1F)C(=O)CN1C(=O)C2CCCCC2C1=O` (configuration not stated) gave M1 PAM parental 12, CHO-K1 Ca antag -12, TAAR1 agonist 3, V1R ag counter 0.6, TAAR1 antagonist -4, CHRM1 agonist -2, OXTR potentiate -4, CHO parental Ca -4 and CHO-K1 Ca ag 0.6.
Screening COC(=O)COc1ccc(S(=O)(=O)N2CCCCCC2)cc1C returned M1 PAM parental 12, CHO-K1 Ca antag -12, TAAR1 agonist 2, V1R ag counter -0.8, TAAR1 antagonist 18, CHRM1 agonist -4, OXTR potentiate -27, CHO parental Ca -10 and CHO-K1 Ca ag 2.7.
Cc1c(C(=O)N2CCN(CCc3ccccn3)CC2)oc2ccc(F)cc12 was read as M1 PAM parental -4, CHO-K1 Ca antag 7, TAAR1 agonist 2, V1R ag counter 0.8, TAAR1 antagonist -8, CHRM1 agonist -3, OXTR potentiate -4, CHO parental Ca -10 and CHO-K1 Ca ag 0.6.
For COc1ccc(S(=O)(=O)N2CCC(C(=O)N[C@@H](C)C(=O)NC3CCCC3)CC2)cc1 the results were M1 PAM parental 23, CHO-K1 Ca antag -10, TAAR1 agonist 1, V1R ag counter 0.1, TAAR1 antagonist -16, CHRM1 agonist -1, OXTR potentiate -4, CHO parental Ca 6 and CHO-K1 Ca ag 1.2.
C=CCOc1ccc(C(=O)Nc2ccc(OCC)cc2)cc1 was read as M1 PAM parental -7, CHO-K1 Ca antag -1, TAAR1 agonist 4, V1R ag counter -0.5, TAAR1 antagonist 0, CHRM1 agonist -6, OXTR potentiate 0, CHO parental Ca 0 and CHO-K1 Ca ag -0.1.
`COc1ccc(/C=C/C(=O)c2ccc(O)cc2)cc1COc1ccc(F)cc1` gave M1 PAM parental 14, CHO-K1 Ca antag -26, TAAR1 agonist 17, V1R ag counter -0.2, TAAR1 antagonist 47, CHRM1 agonist 4, OXTR potentiate -8, CHO parental Ca -1 and CHO-K1 Ca ag 0.8.
`CC1CCN(C(=O)Cn2nc(C(F)(F)F)c3c2CCCC3)CC1` gave M1 PAM parental 11, CHO-K1 Ca antag 1, TAAR1 agonist 2, V1R ag counter -0.5, TAAR1 antagonist -2, CHRM1 agonist -5, OXTR potentiate 7, CHO parental Ca -17 and CHO-K1 Ca ag -0.4.
CCOc1ccc2ccccc2c1C(=O)Nc1cc(=O)n(C)c(=O)n1C was read as M1 PAM parental -6, CHO-K1 Ca antag 10, TAAR1 agonist 0, V1R ag counter 0.4, TAAR1 antagonist -5, CHRM1 agonist -3, OXTR potentiate -7, CHO parental Ca -3 and CHO-K1 Ca ag -0.1.
O=C(NCC1CCCO1)c1cc(-c2ccccc2)on1 (configuration not stated) was read as M1 PAM parental 15, CHO-K1 Ca antag -26, TAAR1 agonist 0, V1R ag counter 0.1, TAAR1 antagonist -12, CHRM1 agonist 0, OXTR potentiate -3, CHO parental Ca -1 and CHO-K1 Ca ag 1.4.
Screening COc1ccc(NC(=O)C2(C)CCN2Cc2ccccc2OC(F)F)cc1OC (configuration not stated) returned M1 PAM parental 8, CHO-K1 Ca antag -10, TAAR1 agonist 0, TAAR1 antagonist 12, CHRM1 agonist -2 and CHO-K1 Ca ag 6.2.
Cc1ccc(NC(=O)CCNCc2ccco2)cc1S(=O)(=O)N(C)C was read as M1 PAM parental 15, CHO-K1 Ca antag -7, TAAR1 agonist 5, V1R ag counter 0.8, TAAR1 antagonist 6, CHRM1 agonist -10, OXTR potentiate -11, CHO parental Ca -3 and CHO-K1 Ca ag 0.9.
Screening COc1ccc(Nc2nc(N3CCOCC3)nc(N3CCOCC3)n2)cc1 returned M1 PAM parental -11, CHO-K1 Ca antag 7, TAAR1 agonist 3, TAAR1 antagonist 6, CHRM1 agonist -1 and CHO-K1 Ca ag -0.5.
CC(=O)Nc1cccc(-c2ccnc3c2CC(C)(C(=O)Nc2cccc(C(C)=O)c2)O3)c1 (configuration not stated) was read as M1 PAM parental 13, CHO-K1 Ca antag -5, TAAR1 agonist 9, TAAR1 antagonist 24, CHRM1 agonist -1 and CHO-K1 Ca ag 4.9.
For CCN(C(=O)C1CCN(c2nc(-c3ccc(OC)cc3)no2)CC1)c1ccc(OC)cc1 the results were M1 PAM parental 12, CHO-K1 Ca antag 10, TAAR1 agonist -2, V1R ag counter 7.6, TAAR1 antagonist -14, CHRM1 agonist 4, OXTR potentiate -9, CHO parental Ca 36* and CHO-K1 Ca ag 6.3.

Source: PubChem (The Scripps Research Institute Molecular Screening Center)
